# Assay outcomes: PubChem BioAssay, several laboratories
# RGS4 pot – RGS4 potentiation or activation | HEK293 M3R/inducible RGS4, carbachol calcium flux Fluo4; hits give low values | B-score at 10 µM | hit rate 0.92% among 310,000 | AID 463111;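 active = B-score of the integrated calcium signal more than 4 SD below the library mean, with starting fluorescence not abnormally high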;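 also: negative B-score means reduced calcium response which marks RGS4 activation or potentiation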
#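 Detection: kinetic calcium fluorescence imaging with Fluo4-AM dye, 2 µM / Material: HEK293 cells with stable M3R and inducible RGS4 / Schedule: recording 10 s baseline at 1 Hz, 100 s post-agonist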
# KCNK3 inh – human KCNK3 channel inhibition, primary screen | O14649 | CHO-KCNK3 thallium flux, FluxOR fluorescence; hits give low values | B-score at 10 µM | hit rate 0.84% among 340,000;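 active = B-score under library mean minus 4 SD, starting fluorescence ratio at most library mean plus 5 SD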;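 also: more negative B-score means stronger inhibition of thallium flux through KCNK3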
# Target sequence (O14649 whole entry, looked up): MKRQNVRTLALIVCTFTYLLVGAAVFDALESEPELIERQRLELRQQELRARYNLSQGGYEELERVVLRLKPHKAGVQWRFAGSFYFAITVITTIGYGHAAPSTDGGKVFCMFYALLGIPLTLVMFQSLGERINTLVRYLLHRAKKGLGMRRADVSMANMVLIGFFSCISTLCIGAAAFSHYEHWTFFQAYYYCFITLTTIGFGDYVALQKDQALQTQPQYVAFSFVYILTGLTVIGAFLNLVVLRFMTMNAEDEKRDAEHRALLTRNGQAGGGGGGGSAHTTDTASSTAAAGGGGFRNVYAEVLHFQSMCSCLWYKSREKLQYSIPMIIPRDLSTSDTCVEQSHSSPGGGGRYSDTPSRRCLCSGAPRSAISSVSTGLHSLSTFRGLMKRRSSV
# KCNQ1 act – human KCNQ1 channel potentiation or activation | CHO-K1 KCNQ1, thallium flux FluxOR fluorescence; hits give high values | B-score at 10 µM | hit rate 0.35% among 310,000 | AID 2648;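 active = fluorescence ratio B-score, a plate-corrected score, at least three library SD, with initial intensity B-score within 5 SD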
#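 Assay system: CHO-K1 cells stably expressing KCNQ1. Medium: assay buffer for compound exposure, DMSO matched across wells. Timing: 37 °C overnight plating, 90-min dark dye load, 20-min compound pretreatment. Signal: kinetic FluxOR fluorescence, 10 s baseline plus 110 s post-stimulus.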
# RGS4 inh – human RGS4 inhibition; HEK293 M3R/RGS4 inducible, Fluo-4 calcium flux; hits give high values; triggered by carbachol at its EC20; B-score at 10 µM; AID 463165; hit rate 0.45% among 310,000;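 active = B-score, a plate-corrected calcium signal, over three deviations above library mean, with baseline fluorescence within five deviations of library mean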;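 also: RGS4 expression induced by doxycycline in cells with stable M3 receptor; B-score is computed from the integrated fluorescence ratio over baseline after carbachol; higher B-score means a larger calcium signal and so more RGS4 inhibition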
# Target sequence (P49798 whole entry, looked up): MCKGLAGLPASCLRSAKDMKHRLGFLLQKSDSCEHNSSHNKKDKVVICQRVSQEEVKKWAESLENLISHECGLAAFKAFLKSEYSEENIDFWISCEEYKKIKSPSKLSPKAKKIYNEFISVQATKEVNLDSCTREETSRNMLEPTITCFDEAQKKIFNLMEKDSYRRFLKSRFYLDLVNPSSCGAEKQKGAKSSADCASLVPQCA
# GSK3 alpha inh – blocks human GSK-3 alpha kinase; inhibition, % at 10 µM; ADP-Glo luminescence, 60 min; hit rate 0.1% among 320,000;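 in the data active = inhibition above about 50%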;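 also: GST-tagged GSK-3 alpha with peptide substrate and 25 µM ATP; 0% = DMSO neutral wells and 100% = GW8510 positive control wells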
# hERG rescue – compounds protecting human hERG from proarrhythmic drug block | CHO-hERG, FluxOR thallium flux, dofetilide IC70 present | activation (rescue from dofetilide block), less the hit threshold, % at 10 µM | hit rate 0.51% among 310,000;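 active = activation above the mean of controls blocked by dofetilide plus 5 SD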;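 also: thallium influx through hERG after potassium depolarization seen as dye fluorescence rise; in these data hits start at about 4.7%; inactives centre near -7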
# KCNK9 block – blocks the human KCNK9 two-pore domain potassium channel. HEK293 KCNK9, FluxOR thallium flux fluorescence; hits give low values. B-score at 10 µM. hit rate 1.2% among 310,000;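 active = ratio B-score over 3 SD below the library mean, with starting fluorescence within 5 SD of its mean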;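 also: negative B-score means less thallium flux so channel inhibition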
# Target sequence (Q9NPC2 whole entry, looked up, the tested form may be a part): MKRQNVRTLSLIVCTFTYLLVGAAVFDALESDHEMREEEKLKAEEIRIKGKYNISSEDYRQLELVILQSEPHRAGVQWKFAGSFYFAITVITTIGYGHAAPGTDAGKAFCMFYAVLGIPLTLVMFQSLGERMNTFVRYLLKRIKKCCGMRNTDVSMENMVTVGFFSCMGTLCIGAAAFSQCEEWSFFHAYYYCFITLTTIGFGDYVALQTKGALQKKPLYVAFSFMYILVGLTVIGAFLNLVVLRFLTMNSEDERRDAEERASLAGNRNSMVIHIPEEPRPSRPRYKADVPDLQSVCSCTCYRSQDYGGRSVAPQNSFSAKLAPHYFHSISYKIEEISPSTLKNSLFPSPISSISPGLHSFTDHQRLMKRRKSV
# GSK3beta inhib – human GSK3beta kinase inhibition; hit rate 0.038% among 300,000; GST-GSK3beta kinase, ADP-Glo luminescence, 60 min; hits give low values; activity score (negative = inhibition), % at 10 µM;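 active = more than half of replicate wells score below -50%, meaning over 50% inhibition versus plate controls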;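 also: 0% = median DMSO wells and -100% = median GW8510 positive control wells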
#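 Test system – GST-tagged human GSK3beta kinase, cell-free · Incubation – 60 min enzyme reaction, room temperature · Signal – ADP-Glo luminescence · Also added – peptide substrate and ATP at 25 µM · Controls – DMSO neutral wells and GW8510 at 20 µM as positive · Buffer or medium – Tris/MgCl2 kinase buffer · Measure – Luminescence-derived activity versus plate DMSO and GW8510 wells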
# DYRK1A inh – blocks rat Dyrk1A kinase activity; AID 504441; ADP-Glo luminescence, NFATc1 peptide; hit rate 0.43% among 310,000; Q63470; inhibition, % at 12.5 µM; in the data active = inhibition above about 50%;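 also: plate controls were vehicle with enzyme for no effect and no enzyme for full effect; many of its hits are not listed in these tables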
# PolyA inh – inhibitors of polyadenylation in S. cerevisiae; hit rate 0.02% among 300,000; S. cerevisiae SKY197-pL101 polyadenylation reporter, beta-gal luminescence; efflux-impaired pdr1/pdr3 knockout yeast; score 100 = 6 SD above DMSO; calls only at 12 µM;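 active = lowest replicate activity score at least 50, where 100 means six control SD above control mean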;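 also: yeast exposed to compound for 9 h at 30 °C; higher score means more reporter readthrough which indicates perturbed polyadenylation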
# KCNQ1 inh – human KCNQ1 channel inhibition; AID 2642; CHO-K1 KCNQ1, FluxOR thallium flux fluorescence; hits give high values; P51787; B-score at 10 µM; hit rate 1.3% among 310,000;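 active = compounds whose thallium flux B-score, printed positive for inhibition, exceeds three library SD while starting fluorescence stays within three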;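 also: channel opened by potassium depolarization with thallium stimulus after 20 min compound exposure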
# Active calls of the source: *; i = inactive; x = not tested or not shown. A portion of the library (hit frequency here may not be typical).
# Below each compound – RGS4 pot, KCNK3 inh, KCNQ1 act, RGS4 inh, GSK3 alpha inh, hERG rescue, KCNK9 block, GSK3beta inhib, DYRK1A inh, PolyA inh, KCNQ1 inh
CCSc1ccccc1C(=O)N=C1NC(=O)CC2C(=O)NCCN12 (stereo not drawn)
→ i, i, i, i, -2, -11, i, 2, -6, i, i
COc1ccc(/C=C(\C)c2nc(C)c(-c3ccccc3)c(=O)[nH]2)cc1
→ i, i, i, i, 1, -14, i, 2, -2, i, i
O=C(Nc1ccccc1)Nc1nnc(CSCc2ccccc2Cl)s1
→ i, i, i, i, 0, -6, i, 1, -2, i, i
Cc1cc(NC(=S)NC(=O)c2ccco2)c2ccccc2n1
→ i, i, i, i, 0, -2, i, -4, 3, i, i
CCOc1ccc(NC(=O)CSCC(=O)O)cc1
→ i, i, i, i, x, -10, i, 1, -4, i, i
CCOC(=O)CCc1c(C)n(CC)c2ncnn2c1=O
→ i, i, i, i, 0, -14, i, 3, 22, i, i
CC(=O)c1ccc(NC(=O)C2(S(=O)(=O)c3ccccc3)CC2)cc1
→ i, i, i, i, 3, -5, i, -5, -8, i, i
O=c1cc(N2CCN(c3ccc(F)cc3)CC2)[nH]c(=O)n1Cc1ccc(F)cc1
→ i, i, i, i, -3, -9, i, -2, 1, i, i
C=CCN1C(=O)NC2(O)C(=O)c3ccccc3C12O (stereo not drawn)
→ i, i, i, i, -1, -12, i, 1, 0, i, i
COc1ccc(CCNC(=O)CCC(=O)Nc2ccccc2[N+](=O)[O-])cc1OC
→ i, i, i, i, -2, -13, i, 0, -4, i, i
Cc1cc(C(=O)Nc2ccc(F)c(Cl)c2)on1
→ i, i, i, i, -3, -7, i, -3, 4, i, i
C=CCn1c(SCc2ccc(F)cc2)nc2c1c(=O)[nH]c(=O)n2C
→ i, i, i, i, -3, -14, i, 0, 5, i, i
O=C(Nc1ccc(F)cc1F)c1sccc1SCc1cccc(C(F)(F)F)c1
→ i, i, i, i, -2, -14, -12*, 0, -3, i, 8*
CN(Cc1ccccc1)C(=O)c1nc2ccccn2c1CNCCOc1cccnc1
→ i, i, i, i, 1, -9, i, 1, -4, i, i
OCCNCCNCc1ccccc1OCc1ccccc1
→ i, i, i, i, 1, -9, i, -1, 11, i, i
CC(NC(=O)NC1CCCCC1)C(c1cccs1)N1CCOCC1 (stereo not drawn)
→ i, i, i, i, 0, -7, i, 1, -1, i, i
NC1=NC2(CCCC2)N=C(Nc2ccccc2)N1
→ i, i, i, i, 3, -9, i, 1, 2, i, i
CCOc1ncccc1C(=O)NCCCSc1ccccc1
→ i, i, i, i, 0, -1, i, 1, 2, i, i
COc1ccc(S(=O)(=O)N2CCN(Cc3ccc(Cl)cc3)CC2)cc1
→ i, i, i, i, -2, 0, i, -1, 3, i, i
COc1cccc(N2CCN(c3ccc(N4C(=O)CCC4=O)cc3[N+](=O)[O-])CC2)c1
→ i, i, i, i, 1, -9, i, -2, 5, i, i
CC1CCc2sc3c(c2C1)c1ncnn1c(=O)n3CC(=O)c1ccc(Br)cc1 (stereo not drawn)
→ i, i, i, i, -2, -1, i, 2, -13, i, i
O=C(Nc1cccnc1)C1CCCN(c2ncnc3c2nc2n3CCCCC2)C1 (stereo not drawn)
→ i, i, i, i, 3, -11, i, 0, 3, i, i
OCCC1CN(Cc2cnc(-c3ccccc3)s2)CCN1CCc1ccccc1 (stereo not drawn)
→ i, i, i, i, -2, -9, i, 2, 3, i, i
Cc1cccc(NC(=O)CN2CCC(NC(=O)C3CCCCC3)CC2)c1C
→ i, i, i, i, -1, -6, i, -2, 2, i, i
O=C(NS(=O)(=O)c1ccc2c(c1)OCCO2)c1ccccc1
→ i, i, i, i, -1, -9, i, 2, -1, i, i
COc1ccc2nc(NC(=O)CSC(C)C(=O)Nc3cc(C)on3)sc2c1 (stereo not drawn)
→ i, i, i, i, 7, -11, i, -1, 0, i, i
CNC(=O)CN(Cc1ccccc1)S(=O)(=O)c1ccc(Cl)cc1
→ i, i, i, i, 0, 0, i, -5, x, i, i
Cc1cccc(/C=C(\c2nc3ccccc3[nH]2)S(=O)(=O)c2ccccc2)c1
→ i, i, i, i, x, -16, i, 0, -6, i, i
CCOc1ccc(N=C2SCC(=O)N2CC)cc1
→ i, i, i, i, -3, -5, i, 0, 11, x, i
CCOC(=O)C1CCN(c2c(Nc3ccc4c(c3)OCCO4)c(=O)c2=O)CC1
→ i, i, i, i, x, -7, i, -2, 6, i, i
O=C(Nc1ccccc1Cl)c1ccc(-c2ccccn2)s1
→ i, i, i, i, -1, -7, i, 1, 7, i, i
COc1cc([N+](=O)[O-])ccc1NC(=O)C[n+]1cccc(C)c1
→ i, i, i, i, -7, -9, i, 1, 0, i, i
CN1C(=O)c2ccccc2Sc2ccc(NC(=O)N3CCCC3)cc21
→ i, i, i, i, 0, -6, i, 1, 10, i, i
Cc1ccc(C)c(CSc2nnc(-c3cccs3)n2Cc2ccco2)c1
→ i, i, i, i, 2, -13, -12*, 2, 2, i, i
COc1cc(C(=O)Nc2ccc(O)cc2)ccc1OC(C)=O
→ i, i, i, i, 0, -14, i, -3, 12, i, i
O=C(CSc1nc(Nc2ccccc2)nc(N2CCOCC2)n1)Nc1ccccc1Cl
→ i, i, i, i, 4, -7, i, -2, x, i, i
COc1cc(/C=N/NC(=O)COc2ccccc2[N+](=O)[O-])ccc1OC(=O)c1ccco1
→ i, i, i, i, -1, -1, i, 0, 6, i, i
CN=C1SC(CC(=O)Nc2ccc(C(=O)O)cc2)C(=O)N1C (stereo not drawn)
→ i, i, i, i, -7, -2, i, 2, 1, i, i
CCOc1ncnc2c1[nH]c1ccccc12
→ i, i, i, i, 0, -9, i, 0, 27, i, i
CCOC(=O)C1C2C=CC3(CN(c4cccc(Cl)c4)C(=O)C13)O2 (stereo not drawn)
→ i, i, i, i, 1, -8, i, 0, 10, i, i
Cc1cc(=O)oc2ccc(OCC(=O)N(Cc3ccc(F)cc3)Cc3ccco3)cc12
→ i, i, i, i, -2, -15, i, 2, 1, i, i
COc1ccc(N2CCN(C3CCCN(Cc4ccccc4OCCO)C3)CC2)cc1 (stereo not drawn)
→ i, i, i, i, -3, -2, i, 3, -3, i, i
O=C(NCc1ccc(-c2csnn2)cc1)c1cccs1
→ i, i, i, i, -5, -3, i, -2, x, i, i
Cc1cc(C)nc(SCC(=O)Nc2ccc(S(=O)(=O)Nc3ncccn3)cc2)n1
→ i, i, i, i, 9, -8, i, -3, 0, i, i
COc1ccc(/C(N)=N/OC(=O)Cc2ccc(C)cc2)cc1
→ i, i, i, i, 1, -6, i, 4, 2, i, i
O=C(CCSCCC(=O)NCC1CCCO1)NCC1CCCO1 (stereo not drawn)
→ i, i, i, i, -2, -11, i, 2, -1, i, i
COc1cccc(Oc2ccc(C(F)(F)F)cc2NC(=O)CCc2nc3ccccc3c(=O)[nH]2)c1
→ i, i, i, i, 1, -15, -7*, -2, -3, i, i
COc1ccc(N(C(=O)c2ccco2)C(C(=O)NC2CCCC2)c2cccs2)cc1OC (stereo not drawn)
→ i, i, i, i, -24, -7, i, 4, 2, i, i
COc1nc2ccccc2nc1N1CCN(c2ccc(F)cc2)CC1
→ i, -9.8*, i, i, 1, -1, i, 0, -6, i, i
Cc1cccc(NC(=O)c2ccccc2NC(=O)C2CCCCC2)c1C
→ i, i, i, i, -4, -7, i, -1, -2, i, i
CC(/C=N/NC(=O)c1cccnc1)=C\c1ccccc1
→ i, i, i, i, 6, -6, i, 0, -7, i, i
COc1ccc(C=O)cc1OS(=O)(=O)c1ccccc1[N+](=O)[O-]
→ i, i, i, i, 6, -2, i, -26, 15, i, i
Cc1ccc(NC(=O)c2ccc(S(=O)(=O)C(F)F)cc2)c(C)c1
→ i, i, i, i, 0, -15, i, 0, 8, i, i
O=S(=O)(c1ccc(-c2nnco2)cc1)N1CCCCC1
→ i, i, i, i, -1, -3, i, -3, -4, i, i
COc1cc(C(=O)N/C(=C\c2cn(C)c3ccccc23)C(=O)N2CCN(C)CC2)cc(OC)c1OC
→ i, i, i, i, x, -10, i, -1, x, i, i
CCCCc1c(C)c(C#N)c2nc3ccccc3n2c1Cl
→ i, x, i, i, x, -8, i, 0, x, i, i
O=[N+]([O-])c1ccc(COc2ccc(CNc3ccccc3)cc2)cc1
→ i, i, i, i, -2, -6, i, -1, -6, i, i
O=C(COc1ncnc2c(Cl)cc(Cl)cc12)N1CCN(S(=O)(=O)c2ccccc2)CC1
→ i, i, i, i, -3, -7, i, -1, -2, i, i
Cc1ccc(-c2csc(N3CCN(CCCn4c(C(F)(F)F)nc5ccccc54)CC3)n2)cc1
→ i, i, i, i, 0, -7, i, 0, 4, i, i
COCCNC(=O)C(c1ccc(C)cc1)N(Cc1cccs1)C(=O)CCC(=O)Nc1ccccn1 (stereo not drawn)
→ i, i, i, i, -1, -2, i, 0, -7, i, i

# With a hit mark in KCNK3 inh, among the entries above:
canonical_smiles,KCNK3 inh,KCNQ1 act,RGS4 inh,GSK3 alpha inh,KCNK9 block,GSK3beta inhib,DYRK1A inh,PolyA inh,KCNQ1 inh
COc1nc2ccccc2nc1N1CCN(c2ccc(F)cc2)CC1,-9.8*,i,i,1,i,0,-6,i,i

# The listing continues:
# Below each compound – RGS4 pot, KCNK3 inh, KCNQ1 act, RGS4 inh, GSK3 alpha inh, hERG rescue, KCNK9 block, GSK3beta inhib, DYRK1A inh, PolyA inh, KCNQ1 inh
COc1cc2cc(C#N)c(SCC(=O)Nc3cc(C)on3)nc2cc1OC
→ i, i, i, i, 2, -6, i, -3, -3, i, i
O=C(CSc1nnc(Nc2ccccc2)s1)NN1C(=O)NC2(CCCCC2)C1=O
→ i, i, i, i, 1, -8, i, 0, -3, i, i
Cc1cc(NC(=O)c2ccccc2)c(Cl)cc1N
→ i, i, i, i, x, -11, i, 0, -1, i, i
CC(C)Oc1ccc(S(=O)(=O)N2CCCCC2)cc1NC(=O)CN1C(=O)NC2(CCCC2)C1=O
→ i, i, i, i, -2, -10, i, -1, 5, i, i
CC1CCC(C(C)C)C(OP(=O)(c2ccccc2)C(O)c2ccncc2)C1 (stereo not drawn)
→ i, i, i, i, -4, -17, i, -5, -1, i, i
CN(C)c1nc(C#N)nc(N2CCOCC2)n1
→ i, i, i, i, -3, -8, i, 4, 2, i, i
